GLP1R inv ag: inverse agonists of human GLP-1 receptor; P43220; HEK293 GLP-1R CRE-luciferase, luminescence, 24 h; GLP-1R form is constitutively active; Potency, µM (titrated, usually from 38.3 µM), for the others: top-dose activity change, negative = inhibition, usual class: inhibitors; hit rate 1.6% among 410,000; also: % is scaled to controls: 0 for no effect and ±100 for the full control effect; nearly all actives have a fitted effect of over 55% in size
Target sequence (P43220 whole entry, looked up): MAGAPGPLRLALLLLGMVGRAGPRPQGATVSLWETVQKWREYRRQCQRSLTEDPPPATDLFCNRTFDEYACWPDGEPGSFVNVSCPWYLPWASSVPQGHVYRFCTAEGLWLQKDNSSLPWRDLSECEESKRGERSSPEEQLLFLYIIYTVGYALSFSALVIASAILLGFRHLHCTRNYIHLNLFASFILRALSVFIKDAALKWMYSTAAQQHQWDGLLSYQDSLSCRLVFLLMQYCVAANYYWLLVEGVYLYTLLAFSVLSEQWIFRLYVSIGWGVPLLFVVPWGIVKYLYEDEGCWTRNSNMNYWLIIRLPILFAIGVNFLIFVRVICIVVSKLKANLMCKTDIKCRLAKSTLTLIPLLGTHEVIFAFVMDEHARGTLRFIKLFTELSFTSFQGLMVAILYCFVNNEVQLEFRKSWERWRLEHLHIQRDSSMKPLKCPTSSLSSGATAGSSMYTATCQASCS
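HEK293 cells stably co-expressing a cAMP-responsive luciferase reporter and constitutively active GLP-1R were seeded, incubated 12 h, then exposed to compounds for 24 h at 37 C. Luminescence was read 12 min after detection reagent; inverse agonists lower signal.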
KB-3-1 tox: KB-3-1 parental cell cytotoxicity | hit rate 1.4% among 400,000 | AID 1347075 | Potency, µM (doses to about 46.1 µM), for inactives: top-dose activity change, negative = cytotoxic, most hits filed as cytotoxic | KB-3-1 viability, CellTiter-Glo ATP luminescence, 72 h; also: % is scaled to controls: 0 for no effect and ±100 for the full control effect; nearly all actives have a fitted effect of over 60% in size
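Parental KB-3-1 viability, qHTS format: 72 h compound exposure, 37 °C; CellTiter-Glo; media-only wells and DMSO plates as controls; concentration-effect fits on corrected data.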
KB-V1 MDR tox: kills drug-selected multidrug resistant KB-V1 cells; AID 1347076; hit rate 3.4% among 400,000; Potency, µM (highest dose often 46.1 µM), for the others: top-dose activity change, negative = cytotoxicity, most hits filed as cytotoxic; KB-V1 MDR cells viability, CellTiter-Glo, 72 h; also: % is scaled to controls: 0 for no effect and ±100 for the full control effect; nearly all actives have a fitted effect of over 60% in size
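Following 72 h at 37 degrees C with compound, KB-V1 cell viability was read by CellTiter-Glo luminescence, medium being phenol-red-free DMEM plus 10% FBS; concentration-response parameters came from normalized, curve-fitted qHTS data.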
HT1080NT lethal: kills 2HG-producing HT-1080-NT fibrosarcoma cells; HT-1080-NT fibrosarcoma viability, CellTiter-Glo ATP luminescence, 48 h; Potency, µM (highest dose often 46.1 µM), inactives show at the top dose activity, negative = less viability, actives largely listed as cytotoxic; hit rate 1.6% among 360,000; AID 686970;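 also: NT is the 2HG producing partner of a matched IDH1 knockdown line; 0% = DMSO-treated cells and -100% = media-only wells without cells; nearly all actives have a fitted effect of over 55% in size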
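Viability by CellTiter-Glo luminescence after 48 h compound exposure at 37C of HT-1080-NT cells (750/well, RPMI, 5% FBS). % activity scaled between DMSO wells and medium-only wells, then curve-fitted and categorized by curve class.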
TDP-43 yeast inh: inhibitors of TDP-43 toxicity in yeast | hit rate 1.8% among 410,000 | AID 652104 | TDP-43 expressing yeast growth rescue, BacTiter-Glo, 24 h | Potency, µM (series often up to 46.1 µM), inactives show at the highest dose growth rescue (activation), most hits filed as activators; also: % of control where 0% means no effect; nearly all actives have a fitted effect of over 50% in size
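Yeast cells expressing TDP-43 under galactose induction are exposed to compounds for 24 hr at 30 deg C. BacTiter-Glo luminescence measures growth, so protective compounds score as activators.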
HT1080 IDH1KD tx: HT-1080 IDH1 knockdown cell toxicity (counter line). HT-1080 IDH1 knockdown viability, ATP luminescence, 48 h. Potency, µM (top dose mostly 46.1 µM), without a hit: at the top dose activity, negative = toxicity, hits mostly cytotoxic. hit rate 2% among 360,000;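 also: 0% = DMSO wells and -100% = cell-free medium wells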
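Viability of IDH1-knockdown HT-1080 fibrosarcoma cells was assessed by CellTiter-Glo after 48 h at 37 °C with titrated compound; concentration-effect curves were classified by fit quality and response size.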
SW480 rerep: inducers of DNA re-replication in SW480 colon cancer cells; hit rate 1.8% among 340,000; SW480 DNA re-replication, Hoechst DNA content imaging, 48 h; Potency, µM (highest dose often 46.1 µM), inactives show top-dose re-replication activation, actives largely listed as activators; also: % of control where 0% means no effect; nearly all actives have a fitted effect of over 55% in size
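Per well, 250 cells were exposed to pinned compound for 48 hr. Nuclear DNA was visualised with Hoechst (40 min, 37 C) and total object intensity recorded by fluorescence scanning.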
GLP1R cytotox: cytotoxicity counter-screen for GLP-1 receptor inverse agonists; HEK293 cAMP-luciferase reporter cells, luminescence, 24 h; Potency, µM (titrated, usually from 38.3 µM), for the others: at the highest dose activity change, negative = inhibition, most hits filed as inhibitors; hit rate 0.13% among 410,000;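 also: loss of luciferase light is scored as toxicity; % is scaled to controls: 0 for no effect and ±100 for the full control effect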
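Here, cytotoxicity is scored as loss of luminescence. The MLSMR collection was tested on cells seeded in medium containing 10% Nu serum, with a 24 hr compound exposure preceded by 12 hours of culture.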
GLP1R ag: agonists of human GLP-1 receptor; HEK293 GLP-1R CRE-luciferase, luminescence, 4-6 h; cells express a hypersensitive GLP-1R form; Potency, µM (highest dose often 45.6 µM), without a hit: at the highest dose activation, hits mostly activators; hit rate 0.007% among 380,000; also: % of control where 0% means no effect
* marks the source's active call; other numbers are inactive results; ? = inconclusive; nt = no result given; & = joins results of further samples; [ ] = dose if it differs, or a comment. Calls follow the shape of the dose curve; as a rule, active = well fitted curve in the direction sought with a large enough effect; inconclusive = small, poorly fitted or top-dose-only effect, or another doubt; inactive = no such curve, though single readings can be large; an effect the other way counts as inactive or inconclusive. Potency is read from the fitted curve at half-maximal effect.

SMILES	GLP1R inv ag	KB-3-1 tox	KB-V1 MDR tox	HT1080NT lethal	TDP-43 yeast inh	HT1080 IDH1KD tx	SW480 rerep	GLP1R cytotox	GLP1R ag
Cc1csc(SCC(=O)Nc2ccccn2)n1	14%	3%	?	16%	9%	7%	-1%	4%	11%
CN1CCN(C(=O)c2cccc3c(-c4ccc(F)c(F)c4)coc23)CC1	-25%	0%	6%	11%	0%	8%	nt	-2%	3%
CC(C)(C)NC(=O)c1cc(Cl)ccc1[N+](=O)[O-]	17%	4%	-10%	4%	4%	1%	18%	16%	16%
CC1=C(C(=O)Nc2cccnc2)C(c2ccc(Cl)cc2)n2nc(-c3ccccc3)nc2N1 (stereo not given)	?	5%	-13%	nt	6%	nt	nt	-14%	nt
CCN(CC)C(=O)C(=O)c1c(-c2ccccc2)[nH]c2ccccc12	0%	24%	?	12%	14%	15%	-6%	-9%	-3%
Cc1ccc(OCCC(=O)OCC(=O)Nc2cc(C)cc(C)c2)cc1	-19%	1%	?	2%	9%	0%	-13%	-12%	-3%
COc1ccc(/C=C/C(=O)OCC(=O)c2c(N)n(C)c(=O)n(C)c2=O)c(OC)c1	35%[activator]	-5%	-8%	0%	-4%[9.22 µM]	-7%	-4%	-1%	-5%
CC(OC(=O)CCC(=O)N1CCN(S(=O)(=O)c2ccc3ccccc3c2)CC1)C(=O)NC(N)=O (stereo not given)	4%	4%	-23%	3%	-15%	0%	8%	0%	8%
COc1ccc(-c2nnc(S/C(=C/c3ccc(Cl)cc3)C(=O)O)o2)cc1	?	8%	-1%	10%	-8%[9.22 µM]	-5%	?	-11%	7%
COc1cccc(NC(=O)NC(=O)c2c(C)cc(Cl)nc2Cl)c1	-28%	-12%	-4%	0%	0%	-8%	3%	-7%	-4%
CC1Cc2ccccc2N1Cc1cc(=O)c(OCC(=O)NCCc2ccccc2)co1 (stereo not given)	?	7%	?	-7%	24%	1%	10%	-6%	-2%
Cc1cc(=O)c2n(Cc3ccc(Cl)cc3)nc[n+]2[nH]1	4%	1%	1%	-7%	?	2%	7%	3%	19%

Three records picked at random from those above, as already listed:
SMILES	GLP1R inv ag	KB-3-1 tox	KB-V1 MDR tox	HT1080NT lethal	TDP-43 yeast inh	HT1080 IDH1KD tx	SW480 rerep	GLP1R cytotox	GLP1R ag
COc1cccc(NC(=O)NC(=O)c2c(C)cc(Cl)nc2Cl)c1	-28%	-12%	-4%	0%	0%	-8%	3%	-7%	-4%
CC1=C(C(=O)Nc2cccnc2)C(c2ccc(Cl)cc2)n2nc(-c3ccccc3)nc2N1 (stereo not given)	?	5%	-13%	nt	6%	nt	nt	-14%	nt
CCN(CC)C(=O)C(=O)c1c(-c2ccccc2)[nH]c2ccccc12	0%	24%	?	12%	14%	15%	-6%	-9%	-3%

Further compounds
SMILES	GLP1R inv ag	KB-3-1 tox	KB-V1 MDR tox	HT1080NT lethal	TDP-43 yeast inh	HT1080 IDH1KD tx	SW480 rerep	GLP1R cytotox	GLP1R ag
COc1ccccc1Nc1sc(C(=O)c2ccc(C)cc2C)c(N)c1S(=O)(=O)c1ccccc1	?	?	?	nt	5%	nt	nt	3%	-1%
COc1ccc(NC(=S)N2CCCC2)cc1	16%	7%	-11%	16%	17%	14%	-6%	-9%	-4%
Cc1ccc(-c2nnn(CC(=O)N(c3cccc(O)c3)C(C(=O)NC(C)(C)C)c3cccs3)n2)o1 (stereo not given)	0%	3%	-21%	3%	-9%	-14%	1%	0%	-4%
CCN1c2ccccc2-c2nc3ccccc3n2C1c1ccncc1 (stereo not given)	?	-6%	-1%	-8%	-13%	-6%	0%	-13%	-7%
COc1ccc(S(=O)(=O)NCCc2csc(-c3cccnc3)n2)cc1	1%	5%	0%	4%	16%	-2%	-4%	-4%	-5%
COc1ccc(/C=N/Nc2nc(-c3cccc(S(=O)(=O)N4CCCC4)c3)cs2)cc1OC	35%[activator]	-13%	5%	2%	17%	6%	-4%	-7%	7%
Cc1cc(S(=O)(=O)N2CCCC2)ccc1OCC(=O)NC1CCCC1	9%	0%	-11%	6%	-12%	-7%	0%	-8%	14%
Cc1ccc2[nH]c(=O)c3cc(C(=O)N(C)C4CCCCC4)sc3c2c1	27%	0%	-3%	4%	-14%	1%	1%	-3%	-2%
COc1ccc(Cn2c(SCc3ccc(C(=O)NC4CCCC4)cc3)nc3cccnc32)cc1	-20%	19%	0%	nt	-18%	nt	nt	-6%	nt
O=C(CSc1nnc(CNC(=O)c2cccc(F)c2)n1-c1ccccc1)Nc1ccccc1F	0%	7%	3%	nt	5%	nt	nt	-12%	nt
CC(CN(C)Cc1ccccc1)OC(=O)c1ccc2c(c1)OCCO2 (stereo not given)	?	-4%	-3%	2%	1%	12%	15%	-18%	23%
CC(=O)c1ccc(NC(=O)Cn2nc(C)cc2C)cc1	5%	10%	0%	21%	7%	11%	0%	3%	-5%
CCCCn1c(N)c(N(CC(C)C)C(=O)COc2cc(C)ccc2Cl)c(=O)[nH]c1=O	1%	-7%	-4%	2%	19%	4%	-9%	5%	-10%
Cc1ccc(S(=O)(=O)N2CCN(c3ccccn3)CC2)cc1	19%	?	23%	?	-15%	1%	-3%	3%	15%
CN(C)c1ccc(CNc2nc3ccccc3n2C)cc1	-24%	-2%	-10%	-5%	-3%	-7%	nt	7%	-3%
CCc1c(C(=O)NCc2cnn(C)c2)csc1C	-3%	0%	14%	6%	-25%	14%	-6%	0%	-1%
O=C(CSC1CC(=O)N(CCc2ccccc2)C1=O)Nc1ccc(Cl)cc1 (stereo not given)	-23%	1%	-12%	-22%	0%	-7%	-10%	-3%	5%
CCOC(=O)c1c(NC(=O)Cc2coc3cc(C)ccc23)sc2c1CCCC2	-23%	-8%	?	nt	18%	nt	nt	29%	nt
CSCCC(NC(=O)C1CCC(C)CC1)C(=O)NCCN1CCC(C)CC1 (stereo not given)	?	-4%	-3%	?	-7%	3%	10%	-19%	15%
Cc1cc(C)c(S(=O)(=O)c2ccccc2)c(Cl)n1	-1%	-12%	-7%	-1%	12%	0%	-5%	-4%	?
Cc1ccc(O)c(-c2cc(C(=O)NCc3ccccc3)[nH]n2)c1	61%[activator]	0%	0%	9%	14%	-10%	-4%	-4%	10%
Cc1ccccc1N=C(NO)c1cccnc1	-7%	0%	?	9%	7%	9%	-37%[inhibitor]	1%	2%
COc1ccc(C(=O)N/N=C(/C)c2ccc(N3CCCCC3)cc2)cc1	-3%	4%	-9%	-5%	?	-17%	-4%	-13%	8%
CCNC(=O)C1CCCN(C(=O)c2ccc(OC(F)F)cc2)CC1 (stereo not given)	1%	0%	-1%	-1%	1%	17%	nt	-8%	-2%
CCNCC(O)COCC(O)CNCC (stereo not given)	0%	5%	19%	3%	?	2%	-12%	-14%	-6%
COc1ccc(-c2cc(C(=O)NCc3cccc(C(F)(F)F)c3)[nH]n2)c(C)c1	?	0%	18%	-22%	0%	-3%	nt	4%	15%
CCCCNC(=O)C(Cc1ccccc1)NS(=O)(=O)c1ccc2c(c1)c(=O)n(C)c(=O)n2C (stereo not given)	14%&26%	-7%&-4%	4%&0%	0%	-31%&2%[inhibitor]	-2%	-9%	4%&6%	0%&1%
COC(=O)Cc1ccc(NC(=O)c2ccc3c(c2)C(=O)N(Cc2ccco2)C3=O)cc1	6%	-5%	8%	-8%	14%	-8%	-32%[inhibitor]	-11%	-6%
CCCCCn1c(N)c(C#N)c2nc3ccccc3nc21	3%	-2%	?	-22%	-16%	-24%	-1%	233%[activator]	2%
CCc1nc2c(OCc3ccc(C(F)(F)F)cc3)cccn2c1N(C)C(=O)C1CC1	14µM*	0%	-22%	2%	9%	-4%	nt	-7%	-7%
COc1ccc(NC(=O)CN2CCC(C(N)=O)CC2)cc1	0%	1%	13%	2%	-12%	1%	-11%	8%	-16%
CCN1CCN(Cc2ccc(NC(=O)c3cc(NC(=O)c4ccc5n[nH]nc5c4)cc(OC)c3)cc2C(F)(F)F)CC1	4%	11%	0%	1%	17%	11%	-3%[9.22 µM]	-7%	2%
COc1ccc(N2C(N)=C(C#N)C(c3cccnc3)C3=C2CC(C)(C)CC3=O)cc1 (stereo not given)	12%	?	10%	-13%	2%	-2%	?	-26%	11%
Cc1cc(C)c2c(CC(=O)N3CCN(c4cccc(Cl)c4)CC3)coc2c1	?	-1%	?	nt	4%	nt	nt	-29%	nt
Cc1ccc(S(=O)(=O)N2CCCC2C(=O)O)s1 (stereo not given)	-1%	-4%	0%	1%	-3%	-2%	0%	0%	4%
COc1cc2cc(C(=O)NCCc3ccccc3)[nH]c2cc1OC	18%	-19%	5%	-5%	-4%	4%	-11%	0%	6%
COC(=O)c1ccc(NC(=O)c2cc(-c3ccccn3)nc3ccccc23)cc1	6%	2%	-12%	4%	10%[9.22 µM]	18%	-20%	2%	3%
CCC1C(=O)NCCN1C(=O)c1ccc2nc(Cc3ccc(OC)cc3)oc2c1 (stereo not given)	7%	4%	1%	8%	-3%	-11%	?	0%	-3%
COc1ccc(OCC(=O)N2CCN(C(=O)c3cccc(OC)c3)CC2)cc1	5%	18%	?	nt	6%	nt	nt	5%	-6%
CN(C)c1ccc(N=C/C=C2\N(C)c3ccccc3C2(C)C)cc1	?	?	?	?	-14%	?	4%	?	-35%[inhibitor]
NS(=O)(=O)c1ccc(NS(=O)(=O)c2ccc(Br)cc2)cc1	9%	8%	15%	-7%	11%	-21%	-19%	-1%	2%
CC(=O)OCCCNc1cc(Sc2ccc(C)cc2)c2nonc2c1[N+](=O)[O-]	-69%	?	5%	-5%	9%	-15%	?	-39%	-4%
O=C(NCCC1=CCCCC1)c1cc(S(=O)(=O)N2CCOCC2)c(Cl)cc1Cl	-4%	-9%	?	5%	8%	-9%	-3%	-1%	-16%
Cc1cc(C)cc(NC(=O)CN(C)CC(=O)N(CC(C)C)c2c(N)n(CC(C)C)c(=O)[nH]c2=O)c1	22%	2%	0%	3%	6%	1%	-17%	2%	4%
O=C(COC(=O)c1nn(CCO)c(=O)c2ccccc12)Nc1ccc(Cl)c(Cl)c1	2%	4%	25%	-8%	23%	-6%	-9%	1%	-1%

Assay outcomes from PubChem.
